# Efa HMGR inh: inhibitors of class II HMG-CoA reductase from Enterococcus faecalis. purified E. faecalis HMGR, NADPH absorbance 340 nm kinetic. inhibition, % at 10 µM. 190,000 compounds, 0.41% hits. AID 1066;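 active = inhibition above a set limit, the median over all tested compounds plus 3 SD, cut at about 9.5% in these data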;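 note: enzyme runs in reverse so mevalonate oxidation gives rising NADPH absorbance; 0% = complete reaction with DMSO and 100% = background rate lacking mevalonate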
# PMI act: activators of human phosphomannose isomerase | activation factor at 20 µM | 190,000 compounds, 0.005% hits | AID 1214 | P34949 | purified human PMI, coupled resazurin fluorescence, 20 min; active compounds read high; 1 = vehicle control, 0 substrate-free wells;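 active = activation factor of 2 or more at 20 µM, relative to plate controls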
# Target sequence (P34949 whole entry, looked up): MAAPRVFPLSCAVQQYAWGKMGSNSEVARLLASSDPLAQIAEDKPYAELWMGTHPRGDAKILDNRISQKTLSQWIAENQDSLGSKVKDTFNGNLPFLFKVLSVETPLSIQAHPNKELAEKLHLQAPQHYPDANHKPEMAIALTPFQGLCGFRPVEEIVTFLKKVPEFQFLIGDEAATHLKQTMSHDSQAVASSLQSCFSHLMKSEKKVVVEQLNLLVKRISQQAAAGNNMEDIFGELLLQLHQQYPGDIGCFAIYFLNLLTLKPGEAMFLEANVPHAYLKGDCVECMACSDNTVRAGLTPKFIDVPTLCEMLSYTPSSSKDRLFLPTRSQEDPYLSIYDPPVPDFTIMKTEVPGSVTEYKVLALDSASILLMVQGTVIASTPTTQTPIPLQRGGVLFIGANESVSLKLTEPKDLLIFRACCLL
# Lmaj promast: reduces viability of Leishmania major promastigotes. resazurin fluorescence viability. 200,000 compounds, 9% hits. AID 1063. inhibition, % at 10 µM; in the data active = inhibition above about 50%;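 note: promastigotes grown with compound for 44 hours at 28 °C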
# TNAP inh noacc: TNAP (human) inhibition, acceptor-free conditions. purified TNAP, CDP-star luminescence, 30 min. inhibition, % at 20 µM. P05186. 200,000 compounds, 0.26% hits. AID 1012;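 active = tissue-nonspecific alkaline phosphatase inhibition above about 50% at 20 µM in the single-dose screen, limit read from the data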;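 note: 0% = DMSO negative control and 100% = EDTA positive control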
# Target sequence (P05186 whole entry, looked up): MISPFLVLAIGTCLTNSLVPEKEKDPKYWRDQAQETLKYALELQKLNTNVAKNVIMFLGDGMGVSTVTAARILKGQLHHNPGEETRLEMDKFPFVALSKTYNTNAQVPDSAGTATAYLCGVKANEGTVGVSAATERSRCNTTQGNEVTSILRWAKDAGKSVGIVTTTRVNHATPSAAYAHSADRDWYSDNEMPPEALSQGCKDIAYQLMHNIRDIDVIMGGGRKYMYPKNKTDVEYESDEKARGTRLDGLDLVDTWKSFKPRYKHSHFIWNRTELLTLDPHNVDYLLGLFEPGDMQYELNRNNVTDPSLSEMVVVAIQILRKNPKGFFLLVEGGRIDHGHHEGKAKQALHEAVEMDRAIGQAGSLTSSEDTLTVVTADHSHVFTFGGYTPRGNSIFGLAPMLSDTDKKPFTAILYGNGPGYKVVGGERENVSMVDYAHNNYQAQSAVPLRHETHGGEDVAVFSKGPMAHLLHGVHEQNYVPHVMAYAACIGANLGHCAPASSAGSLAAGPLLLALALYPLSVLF
# PMI act satM6P: activators of human phosphomannose isomerase at near-saturating mannose 6-phosphate; P34949; coupled PMI enzyme assay, resazurin fluorescence, 20 min; active compounds read high; 1 = untreated enzyme, 0 = substrate-free blank; activation factor at 20 µM; 190,000 compounds, 0.34% hits; AID 1216;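 active = activation factor of 2 or more at 20 µM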
#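 Test system: human phosphomannose isomerase with PGI, G6PDH, diaphorase coupling enzymes; Amount: PMI at 15 ng/mL final; Reagent: Mannose-6-phosphate 1.0 mM (near-saturating) plus 0.22 mM NADP+; Timing: 20 min, room temperature; Technique: resorufin fluorescence at Ex 544/Em 590 nm; Dosing: 20 µM single dose.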
# Hsp70 act: transcriptional activators of Hsp70; HeLa Hsp70 promoter luciferase reporter, luminescence; scaled: vehicle 0, proteasome-inhibitor control 100%; activation, % at 10 µM; 200,000 compounds, 0.04% hits; AID 1203;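 active = activation above the mean across all tested compounds plus 3 SD, cutoff set per campaign, cut at about 5.5% in these data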;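 note: 100% = MG132 at 30 µM as the positive control and 0% = DMSO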
# S1P3 antag: blocks the human S1P3 receptor | 170,000 compounds, 0.27% hits | inhibition, % at 4.98 µM | AID 485 | CHO S1P3 NFAT-BLA reporter, FRET fluorescence, antagonist mode;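 active = inhibition above the plate cutoff, the mean inhibition of test wells on that plate plus 3 SD, cut at about 28% in these data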;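 note: cells challenged with S1P at its EC80 of 0.8 µM; blue over green emission ratio from cleaved BLA substrate after 4 h stimulation; 0% = S1P-stimulated wells and 100% = unstimulated DMSO-only wells; some compounds past the cut are filed as inactive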
# RAM network inh: blocks the yeast RAM network; S. cerevisiae dse1pr::URA3 reporter, 5-FOA growth OD615, 2 d; analog-sensitive cbk1-as2 kinase mutant strain; inhibition, % at 50 µM; 190,000 compounds, 1.8% hits; AID 868;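 active = inhibition above a set limit, 3 SD over mean compound inhibition, cut at about 8.4% in these data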;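 note: 0% = DMSO-only wells with no growth and 100% = 10 µM 1-NA-PP1 full growth; inhibition rescues growth on 5-FOA so higher OD means more RAM inhibition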
# TNAP inh hi DEA: blocks human TNAP under high phosphate acceptor concentration. inhibition, % at 20 µM. purified TNAP, CDP-star luminescence, 1 M DEA. 200,000 compounds, 0.03% hits;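 active = over 50% inhibition of tissue-nonspecific alkaline phosphatase at 20 µM in the single-dose screen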;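 note: plate controls were DMSO wells for no effect and EDTA-quenched wells as full inhibition for full effect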
# DTT redox prof: compounds producing H2O2 with reducing agent – biochemical, NIH compound library profiling, artefact control for MLSCN library redox annotation, primary screen. DTT-dependent redox cycling H2O2, phenol red/HRP absorbance; 100% = 100 µM peroxide control, 0% = buffer. activation, % at 10 µM. 200,000 compounds, 0.03% hits. AID 878;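 active = activation of at least 50% relative to the plate's high and low controls in the primary single-dose screen; inactive = activation below 50%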;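 note: compound incubated with DTT at 0.8 mM final as the reducing agent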
# The depositor's hits bear a star; . = no result given.
SMILES,Efa HMGR inh,PMI act,Lmaj promast,TNAP inh noacc,PMI act satM6P,Hsp70 act,S1P3 antag,RAM network inh,TNAP inh hi DEA,DTT redox prof
O=C(CSc1ncccn1)n1c2c(c3ccccc31)CCCC2,0,1.1,5,8,1.1,0.0,.,2.8,-8,-4.0
COc1ccc(-c2cc(-c3nnc(COC(=O)c4ccc(O)cc4)o3)c3ccccc3n2)cc1OC,1,0.8,59*,0,0.8,0.0,-6,6.3,-1,-0.1
Cc1ccc(N(C(=O)Cn2nnc(-c3ccc(F)cc3)n2)C(C(=O)NC(C)(C)C)c2ccncc2)cc1 (stereo unspecified),-4,0.9,10,-5,0.9,-0.2,5,2.8,-5,0.0
CCN1CCc2nc(NC(=O)c3ccc4c(c3)OCCO4)sc2C1,-7,0.9,6,-6,0.8,0.4,-27,-0.4,6,2.2
Cc1ccc2[nH]c3nc(SCCN4CCOCC4)nnc3c2c1,3,0.8,7,-2,0.9,-0.1,6,0.8,-5,0.1
CCCCCN1C2=NCCN2c2ccccc21,0,1,37,-3,0.9,-0.1,.,0.9,-3,-0.4
CCOc1ccccc1C(C(=O)NC1CCCC1)N(Cc1ccco1)C(=O)CNC(=O)c1ccco1 (stereo unspecified),-5,1,2,-15,1,-0.3,.,1.7,-5,0.2
CCOC(=O)c1nnn(-c2nonc2N)c1C,-3,1,-4,0,1,-0.1,.,1.6,-7,0.8
CC1CC(C)(C)NC(=S)N1CC(=O)N1CCN(Cc2ccccc2)CC1 (stereo unspecified),0,0.9,-3,2,1,0.0,-8,1.1,1,0.4
Cc1c(NC(=O)CN2C(=O)NC3(CCCC3)C2=O)c(=O)n(-c2ccccc2)n1C,2,1.1,1,-8,1,-0.3,-10,0.9,-1,-0.1
O=C(NCCc1ccc(Cl)cc1)c1cccnc1,-5,1.1,-2,2,1.1,-0.5,.,2.8,-3,0.2
CN(C)S(=O)(=O)N1CCN(C(=O)N(c2ccccc2)c2ccccc2)CC1,-6,0.9,-4,-14,0.9,0.0,29,0.7,-6,1.2
CC(=O)OCC1=C(C(=O)O)N2C(=O)C(NC(=O)C(C)Cn3cc(Cl)cn3)C2SC1 (stereo unspecified),-4,1,-4,-13,1.1,-0.1,-21,0.0,-4,-0.8
Cc1ccc(CNc2oc(C)nc2C#N)cc1,0,1.1,-2,0,1.1,-0.5,.,0.9,-8,1.5
CC(C)Cn1c(=O)c2c(c3ccccc31)OC(C)C(=O)N2 (stereo unspecified),-1,1,4,4,1.1,-0.2,1,1.5,-2,1.9
COc1ccccc1C(=O)N/C(=C\c1ccc(Br)cc1)C(=O)NCC(=O)O,2,1,57*,-2,1,-0.2,-5,1.8,-3,1.8
CCS(=O)(=O)N1CCN(Cc2nc3ccccc3c(=O)[nH]2)CC1,-1,1.1,-4,-14,1.1,0.1,.,-0.7,-8,-3.3
O=C(O)c1ccccc1-c1nc2ccccc2c(=O)n1O,1,1,-5,-11,0.9,0.2,1,0.9,-6,-0.8
Cc1cccc(NC(=S)N(CCCN2CCOCC2)Cc2ccccn2)c1,-5,1,-3,-9,1,-0.4,-15,2.1,0,-0.3
NC(=O)c1ccsc1NC(=O)CSc1nnc(C2CC2)n1Cc1ccccc1,-4,1,-1,-5,0.9,0.1,.,0.8,2,1.6
COc1ccc(/C=N/NC(=O)c2ccccc2)cc1OS(=O)(=O)c1ccccc1,-7,0.9,5,-5,0.9,-0.2,27,3.9,-2,0.0
CC(C)N(CCNS(=O)(=O)c1ccc(Cl)cc1)C(C)C,-2,1.1,57*,-18,1.1,-0.4,.,-0.5,-2,0.1
CS(=O)(=O)c1ccc(-c2nn[nH]n2)cc1,-5,1,1,-13,1,-0.3,-16,3.5,-3,-0.2
CC1C(=O)CC(c2ccccc2)N(C)C1c1ccccc1 (stereo unspecified),-3,1,2,-11,0.9,.,-5,0.5,-4,-1.6
CCn1cc([N+](=O)[O-])c(C(=O)N2N=C3/C(=C/c4cccs4)CCCC3C2c2cccs2)n1 (stereo unspecified),-1,0.8,29,19,0.8,-0.1,.,5.4,0,0.5
# Continued.
SMILES,Efa HMGR inh,PMI act,Lmaj promast,TNAP inh noacc,PMI act satM6P,Hsp70 act,S1P3 antag,RAM network inh,TNAP inh hi DEA,DTT redox prof
NC(=O)NOCc1ncc(C(F)(F)F)cc1Cl,-1,1,-9,-10,1.1,-0.1,.,-1.2,-4,0.1
COc1ccc2c(c1)C(=O)N(c1ccc(C)cc1C)C(=O)C2,0,1,9,-10,0.9,-0.2,-16,-0.1,-1,-0.1
Cc1cc(C)nc(NC(=O)C(C)N2C(=O)c3ccccc3C2=O)n1 (stereo unspecified),-6,1,-6,-10,1,-0.3,13,0.8,-4,0.9
CC(=O)OCCNC(=O)c1cc2ccccc2oc1=O,-2,1,-6,-10,1,0.0,-26,1.6,-3,-0.8
COc1ccccc1CNC(=O)C1COc2ccccc2O1 (stereo unspecified),1,0.9,-4,-10,1,0.0,16,3.5,-4,-0.4
O=C(Nc1ccccc1)N1CCC(C(=O)N2CCN(S(=O)(=O)c3cccc(F)c3)CC2)CC1,.,1.1,4,-15,1.1,-0.2,.,.,-6,0.0
CC(C)Oc1ccc(C(CC(=O)O)n2cnnn2)cc1 (stereo unspecified),3,1.2,-6,5,1,-0.1,-11,0.4,-3,-0.9
COC(=O)c1nc2n(n1)C(c1ccc(OC)c(OC)c1OC)C1=C(CCCC1=O)N2 (stereo unspecified),4,1,-7,-10,1,-0.1,11,4.7,-6,-0.8
CCCNC(=O)C1CCN(S(=O)(=O)c2ccc(-c3nn[nH]n3)cc2)CC1,-6,0.9,-7,-6,0.9,-0.2,.,5.3,-2,0.2
COc1ccccc1C(=O)Nc1cccc(-c2cn3ccsc3n2)c1,-8,0.9,1,-13,1,-0.2,9,0.6,-4,-0.7
S=c1[nH]nc(-c2ccc(Cl)cc2)n1-c1ccc2c(c1)OCCO2,-2,0.9,-2,-45,0.9,-0.1,-5,2.6,-3,-0.4
CN(CCOC(=O)c1cccc(Br)c1)C(C)(C)C,-17,1.1,-2,-18,1.1,-0.1,.,0.5,-6,1.0
O=C(COC(=O)c1ccco1)NCc1ccc(F)cc1,-6,1,0,-8,1,-0.1,-9,0.5,-5,-1.1
O=c1c2ccccc2nc(-c2cccs2)n1-c1cccc2ccccc12,1,1,12,-5,1,-0.1,-5,2.5,0,0.8
CC1(C)CC2(CCCN3C(=O)CSC32)CCS1 (stereo unspecified),-4,1.1,-7,-14,1,-0.4,-7,1.4,-8,2.5
O=C(O)CCC(C(=O)O)n1c(O)c(C2=c3ccccc3=NC2=O)sc1=S (stereo unspecified),-2,0.8,-8,14,0.8,-0.4,-5,1.4,9,-2.6
Cc1cccc(N2CC(c3nc4ccccc4[nH]3)CC2=O)c1 (stereo unspecified),0,1,3,-16,1,-0.2,-13,1.6,-4,0.1
O=C(COC(=O)c1ccc(Cl)c(Cl)c1)Nc1cccnc1Cl,-1,1,-6,-7,1,-0.4,-14,-0.3,-3,0.0
COc1ccc(-c2noc(CN(C)CCC3CCCCO3)n2)cc1 (stereo unspecified),1,1.1,-1,-4,1,-0.3,3,1.7,-8,-1.0
CC1(C)CC(=O)C2=C(C1)OC(N)=C(C#N)C2c1cccs1 (stereo unspecified),-1,0.9,19,-4,1,-0.2,1,1.9,-4,-0.6
Cc1ccc2c3c1C1(C(=O)N3C(C)(C)CC2C)C(C#N)=C(N)Oc2cc(O)ccc21 (stereo unspecified),-2,0.8,49,-5,0.9,0.0,10,4.1,1,3.4
CCCCn1c(=N)n(CC(=O)C(C)(C)C)c2ccccc21,2,0.9,37,-13,0.9,-0.5,-10,0.9,-6,2.2
CCOC(=O)C1CCCN(C(=O)c2cc(-c3ccccc3)nc3ccccc23)C1 (stereo unspecified),1,1.1,20,-4,0.9,-0.3,6,0.8,-1,-0.2
Cc1ccc(OCC(=O)Nc2ccc3c(c2)OC(F)(F)O3)c([N+](=O)[O-])n1,-2,0.9,0,-2,1,-0.5,-3,0.9,2,0.4
CCOC(=O)c1sc(NC(=O)c2ccco2)nc1-c1ccccc1,-4,0.9,7,-10,1,0.1,-21,3.2,-2,-1.0
# Next section:
SMILES,Efa HMGR inh,PMI act,Lmaj promast,TNAP inh noacc,PMI act satM6P,Hsp70 act,S1P3 antag,RAM network inh,TNAP inh hi DEA,DTT redox prof
COc1ccccc1NC(=O)CCSc1nnc(-c2ccc(O)cc2)o1,-1,1.1,-4,-8,1.1,0.2,-1,3.6,-6,-2.3
Nc1cc(=O)[nH]c(=S)n1-c1ccccc1,-7,1.1,-6,-3,1,-0.5,.,-0.4,-11,-0.3
Nc1nc(CN2CCc3ccccc3C2)nc(Nc2ccccc2)n1,1,1.1,9,2,1.1,-0.3,-3,-0.3,-7,0.3
O=C1CSC(c2ccccc2)N1c1nnc(C23CC4CC(CC(C4)C2)C3)s1 (stereo unspecified),-6,0.9,-1,-8,0.9,-0.4,.,3.9,-4,-0.7
COC(=O)C1=CO[C@@H](OC2OC(CO)C(O)C(O)C2O)[C@@H]2C(CO)=CC[C@H]12 (stereo partly specified),-7,1.1,-2,-3,1.3,-0.5,7,0.1,-1,0.6
Cc1cc2c(s1)CCCCC(=O)N2,-6,1,-5,-6,1,-0.5,-25,2.6,-3,3.0
CC(=O)c1ccc(OC(=O)CCN2c3ccccc3Sc3ccccc32)cc1,-2,1,53*,-1,1,-0.4,-11,11*,-8,0.3
CN(C(=O)COC(=O)c1ccc([N+](=O)[O-])cc1N)c1ccccc1,-3,1,-9,-1,1,-0.2,5,4.8,3,-1.1
O=C(CCc1ccccc1)c1ccc2c(c1)OCCCO2,-1,1,-2,-7,1,-0.3,.,-0.4,-1,-1.9
CN1CCN(c2ccc(C(=O)NC3CCCCC3)cc2[N+](=O)[O-])CC1,-7,1,-3,-8,1,-0.1,-3,-0.5,-1,-0.8
CCCn1c2c(c(O)c(C(=O)Nc3nc(C)cs3)c1=O)CCCC2,-1,1,-5,-1,1,-0.1,17,1.5,2,-1.3
CC(NC(=O)c1ccc(N(C)C)cc1)C(c1cccs1)N1CCN(C)CC1 (stereo unspecified),-3,0.9,2,-7,0.9,0.3,-26,0.2,1,-0.6
Cc1[nH]c2ccccc2c1C(O)c1ccncc1 (stereo unspecified),-1,1.1,3,-10,1.1,-0.6,-4,4.2,-4,0.1
O=C(COc1cccc2cccnc12)N/N=C1\SCC(=O)N1Cc1ccco1,-1,0.9,0,0,0.8,-0.2,.,3.2,0,-0.7
c1ccc(-c2noc(-c3ccccc3-c3ccccc3)n2)cc1,-6,1,1,-5,1,-0.2,.,1.9,0,0.1
